Compound activity as filed in PubChem BioAssay.
PLCg1 inh = PLC-gamma1 (human) inhibition, primary screen; purified PLC-gamma1, fluorogenic substrate, fluorescence; inhibition, % at 12.2 µM; 370,000 tested, 0.84% active; in the data active = inhibition above about 9.5%
ADAM10 inh = inhibits human ADAM10. O14672. recombinant ADAM10, EDANS/DABCYL FRET peptide cleavage, 3 h. inhibition, % at 7 µM. 370,000 tested, 0.62% active;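 active = inhibition above a per-campaign cutoff equal to the mean of compounds falling between control-based bounds plus 3 SD, cut at about 20% in these data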;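 note: 0% = DMSO wells while the 100% control is not disclosed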
Tn7 DDE FP = disrupts Tn7 cyclic peptide binding to fibrin D-Dimer-E complex | P02675 | FP displacement of FITC-Tn7 peptide from fibrin DD(E); 0% = median of compound wells per plate | inhibition, % at 8.3 µM | 370,000 tested, 0.13% active;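 active = inhibition above the mean of compounds falling within the control limits plus 3 SD of them, cut at about 14% in these data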;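 note: 0% = plate median of compound wells and 100% = 10 µM Aha-Tn7 peptide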
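Assay system: Human fibrin DD(E) protein | Medium: Tris buffer with calcium and detergent, pH 7.8 | Reagent: 0.1 µM fluorescent Tn7 | Compound dosing: Single point at 8.3 µM | Times: 10 min preincubation, 3 h with tracer, room temperature | Detection: Fluorescence polarization of the labelled Tn7 tracer | Controls: Aha-Tn7 high control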
ASAP1 GAP inh = ASAP1 ArfGAP inhibition. Q9ULH1. ASAP1-stimulated ARF1 GTP hydrolysis, GDP FP detection. inhibition, % at 16.5 µM. 360,000 tested, 0.19% active; in the data active = inhibition above about 25%;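 note: 0% = vehicle with enzyme and substrate and 100% = no enzyme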
ARFGAP1 inhibitor = rat ARFGAP1 inhibition | Q62848 | Arfgap1-stimulated ARF1 GTP hydrolysis, GDP FP detection | inhibition, % at 16.5 µM | 360,000 tested, 0.26% active;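 active = inhibition above a per-plate limit, mean inhibition of low control wells plus 3 SD, cut at about 25% in these data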;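 note: 0% = DMSO wells with enzyme and 100% = wells lacking Arfgap1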
Target sequence (Q62848 1-136 limits assumed): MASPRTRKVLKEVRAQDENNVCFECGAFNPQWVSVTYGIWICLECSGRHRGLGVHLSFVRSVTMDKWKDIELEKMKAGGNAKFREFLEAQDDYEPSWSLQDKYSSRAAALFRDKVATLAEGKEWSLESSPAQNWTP
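Material: truncated rat Arfgap1 GAP domain; Incubation: compound-enzyme preincubation 20 min, reaction 120 min, detection 60 min, 25 °C; Read-out: percent inhibition of Arfgap1-stimulated GTP hydrolysis; Technique: FP, GDP Alexa 633 tracer displaced from anti-GDP antibody, 620/688 nm; Controls: No-Arfgap1 wells (100%) versus DMSO full-reaction wells (0%); Replication: single well per compound.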
ADAM17 inh = ADAM17 inhibition, QFRET primary screen; P78536; recombinant ADAM17, EDANS/DABCYL FRET peptide cleavage; inhibition, % at 6.95 µM; 370,000 tested, 0.83% active;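 active = inhibition above the mean of compounds lying between control limits plus 3 SD, set per campaign, cut at about 8.5% in these data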;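 note: 0% = DMSO-only wells as the low control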
Target sequence (P78536 215-824 limits assumed): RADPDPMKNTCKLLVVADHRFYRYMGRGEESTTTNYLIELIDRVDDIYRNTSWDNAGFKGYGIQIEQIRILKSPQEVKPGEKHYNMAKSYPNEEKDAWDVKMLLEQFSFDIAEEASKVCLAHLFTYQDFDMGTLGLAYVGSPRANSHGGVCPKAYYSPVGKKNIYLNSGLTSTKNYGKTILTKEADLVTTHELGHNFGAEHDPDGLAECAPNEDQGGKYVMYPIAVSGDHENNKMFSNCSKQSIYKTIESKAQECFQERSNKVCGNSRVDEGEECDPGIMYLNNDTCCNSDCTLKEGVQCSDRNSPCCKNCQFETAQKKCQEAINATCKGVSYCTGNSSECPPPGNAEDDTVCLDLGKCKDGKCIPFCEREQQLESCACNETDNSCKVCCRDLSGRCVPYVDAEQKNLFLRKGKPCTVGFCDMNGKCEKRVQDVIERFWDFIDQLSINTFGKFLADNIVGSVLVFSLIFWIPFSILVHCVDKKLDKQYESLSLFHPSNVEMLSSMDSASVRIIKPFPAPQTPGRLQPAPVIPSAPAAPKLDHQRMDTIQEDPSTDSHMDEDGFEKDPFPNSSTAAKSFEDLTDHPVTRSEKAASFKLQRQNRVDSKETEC
DDE Tn6 FP inh = DD(E)-Tn6 binding inhibition, primary FP screen; inhibition, % at 8.3 µM; 370,000 tested, 0.21% active; AID 720509; Fibrin DD(E) TRITC-Tn6 fluorescence polarization displacement; P02675;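 active = inhibition above a per-campaign cutoff: mean of compounds within control limits plus 3 SD, cut at about 15% in these data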;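 note: 0% = median of all compound wells on the plate and 100% = blocking peptide control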
LEDGF integ inh = blocks HIV-1 LEDGF/p75-dependent DNA integration | 370,000 tested, 0.64% active | TR-FRET IN-LEDGF/p75 DNA integration, Eu/Cy5 | inhibition, % at 3.7 µM | AID 743269;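 active = inhibition above the screen-wide mean plus 3 SD, cut at about 13% in these data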;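 note: signal is the Cy5 over europium emission ratio at 671 and 618 nm; 0% = plate median of compound wells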
TDP2 absorb = blocks human TDP2 phosphodiesterase activity. O95551. recombinant TDP2, T5PNP hydrolysis, p-nitrophenol absorbance 415 nm. inhibition, % at 12.8 µM. 370,000 tested, 0.34% active. AID 720702;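 active = inhibition above the mean of all tested compounds plus 3 SD, set per campaign, cut at about 25% in these data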;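 note: 0% = DMSO with enzyme and 100% = buffer with substrate but no TDP2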
Target sequence (O95551 whole entry, looked up): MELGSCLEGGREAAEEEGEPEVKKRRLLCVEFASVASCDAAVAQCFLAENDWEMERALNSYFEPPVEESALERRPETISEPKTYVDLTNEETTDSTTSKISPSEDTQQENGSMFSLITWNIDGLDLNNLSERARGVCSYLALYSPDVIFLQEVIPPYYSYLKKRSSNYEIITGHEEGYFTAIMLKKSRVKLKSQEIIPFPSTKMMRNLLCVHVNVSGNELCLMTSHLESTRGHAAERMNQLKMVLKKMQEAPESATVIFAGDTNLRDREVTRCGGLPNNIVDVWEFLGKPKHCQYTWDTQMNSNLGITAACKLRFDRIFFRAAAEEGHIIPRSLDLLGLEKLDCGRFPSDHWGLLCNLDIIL
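System – recombinant human TDP2 · Quantity – TDP2 enzyme at 120 nM final · Doses – single concentration, 12.8 µM nominal, with 1% DMSO · Incubation – 2 h at 37 °C · Measured by – epi absorbance of p-nitrophenol freed from T5PNP by hydrolysis · Read-out – % inhibition relative to enzyme-containing and enzyme-free wells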
proKLK7 act = activates the human kallikrein-7 zymogen; purified proKLK7, EDANS-DABCYL substrate fluorescence; 100% is mature enzyme control, 0% vehicle; activation, % at 7 µM; 370,000 tested, 0.9% active; AID 652039;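 active = activation above the mean of all tested compounds plus 3 SD, computed per campaign excluding outliers beyond control limits, cut at about 13% in these data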
Active calls of the source: *; nt = no result given.

SMILES	PLCg1 inh	ADAM10 inh	Tn7 DDE FP	ASAP1 GAP inh	ARFGAP1 inhibitor	ADAM17 inh	DDE Tn6 FP inh	LEDGF integ inh	TDP2 absorb	proKLK7 act
Cc1ccccc1S(=O)(=O)NC(=O)C1(C)CCN1C(=O)Cc1cccs1 (configuration not stated)	0.1	-3.8	-1.0	-4.3	5.3	-2.6	4.1	4.8	0.0	-0.2
O=C(CCCNC(=O)c1ccc(Cl)cc1)NCc1ccccc1F	1.2	-2.3	3.3	-7.2	2.0	-1.4	1.8	4.8	0.8	0.0
Cc1ccc(NC(N)=S)cc1C	0.2	2.8	-4.1	4.3	3.1	3.1	-6.1	3.0	-6.6	0.8
Nc1c(C(=O)N/N=C/c2ccc(OCc3ccccc3)cc2)cnn1-c1ccccc1	3.5	-1.5	10.3	-6.6	2.4	0.1	0.5	1.0	-13.2	-0.8
O=[N+]([O-])c1ccc2nc(C(O)C(O)c3nc4ccc([N+](=O)[O-])cc4[nH]3)[nH]c2c1 (configuration not stated)	0.3	-0.2	-1.8	-8.4	-2.1	-2.1	-10.1	-2.9	7.3	-0.2
Cn1c(=O)c2cn3c(c2n(C)c1=O)C(c1ccccc1)CC(c1ccccc1)=N3 (configuration not stated)	1.6	-4.5	-1.1	-11.4	-6.0	0.8	-6.3	-3.8	4.1	-0.5
Cc1cc(Br)c(NC(=O)COC(=O)c2ccc[n+]([O-])c2)c(Br)c1	0.7	0.2	0.9	-12.5	-3.8	0.4	1.5	-13.4	5.0	-0.1
NC(=O)c1ccccc1NC(=O)c1ccc2ccccc2c1	-4.5	5.4	5.8	-1.9	-3.5	-1.3	-2.5	-1.0	-11.6	14.9*
O=C(C[C@H]1C/C=C\C[C@@H](Cc2ccc(F)cc2)C(=O)O[C@H](c2ccccc2)CNC1=O)NCCO	1.7	-6.9	2.5	5.5	-5.7	-3.5	4.7	2.1	-4.2	-0.2
O=C(OCCN1C(=O)c2ccccc2C1=O)c1ccccc1	-0.5	4.1	3.4	-8.8	2.8	-5.9	-3.2	-2.1	9.4	0.2
CCOc1ncccc1C(=O)Nc1ccc(S(=O)(=O)Nc2nccs2)cc1	-0.4	1.8	-1.2	-3.2	-1.9	-2.7	-0.8	1.2	18.0	-0.1
COCCCn1c(SCC(=O)NC(C)C)nnc1-c1ccccc1	1.7	5.9	0.1	3.0	4.0	-1.2	-9.0	0.0	3.2	0.5

Sorted by value in proKLK7 act (ascending): 3 of the compounds above
Structure | PLCg1 inh | ADAM10 inh | Tn7 DDE FP | ASAP1 GAP inh | ARFGAP1 inhibitor | ADAM17 inh | DDE Tn6 FP inh | LEDGF integ inh | TDP2 absorb | proKLK7 act
Cc1ccccc1S(=O)(=O)NC(=O)C1(C)CCN1C(=O)Cc1cccs1 (configuration not stated) | 0.1 | -3.8 | -1.0 | -4.3 | 5.3 | -2.6 | 4.1 | 4.8 | 0.0 | -0.2
COCCCn1c(SCC(=O)NC(C)C)nnc1-c1ccccc1 | 1.7 | 5.9 | 0.1 | 3.0 | 4.0 | -1.2 | -9.0 | 0.0 | 3.2 | 0.5
NC(=O)c1ccccc1NC(=O)c1ccc2ccccc2c1 | -4.5 | 5.4 | 5.8 | -1.9 | -3.5 | -1.3 | -2.5 | -1.0 | -11.6 | 14.9*

Additional records:
SMILES	PLCg1 inh	ADAM10 inh	Tn7 DDE FP	ASAP1 GAP inh	ARFGAP1 inhibitor	ADAM17 inh	DDE Tn6 FP inh	LEDGF integ inh	TDP2 absorb	proKLK7 act
Nc1sccc1C(=O)NC1CC1	-8.9	-32.7	-5.5	1.6	-8.1	-8.7	9.2	-5.9	3.1	0.4
O=[N+]([O-])c1ccc(O)c(CN2CCCCCC2)c1	0.1	3.2	-5.2	-4.7	10.1	-0.6	11.1	-2.1	1.2	0.1
Cc1ccc(C(C(=O)Nc2ccc(C(C)C)cc2)N(C)C(=O)c2ccc(=O)[nH]c2)cc1 (configuration not stated)	3.3	1.1	0.0	3.1	7.9	-2.2	-1.3	-5.5	0.1	0.5
O=C(NS(=O)(=O)Oc1cccc(F)c1)OC[C@@H]1CCCN2CCCCC12 (some centres not stated)	4.7	-2.9	4.9	-0.7	6.6	-1.8	1.7	-5.2	-10.9	0.5
COc1cc(CN2CCN(CC3CC3)CC2CCO)cc(OC)c1 (configuration not stated)	-0.4	-0.1	-1.1	8.9	1.1	-0.7	7.5	2.3	-10.4	0.5
CCc1cccc2c(C#N)cn(CCOc3ccccc3OC)c12	-1.1	8.2	6.4	-2.6	-2.2	-1.5	5.6	-1.0	5.2	-0.2
COc1cccc2c1Oc1ncccc1N(C(=O)CCC(=O)NCc1ccccc1Cl)C2	-2.0	-9.0	-2.5	-8.6	6.5	5.7	-3.7	-4.9	-19.6	-0.2
CCOCCCNC(=S)N1C2CCC1CC(NC(=O)Nc1ccc(C(=O)OCC)cc1)C2 (configuration not stated)	1.6	-1.1	-0.7	3.0	-0.5	-0.2	-3.4	5.1	-14.8	-0.2
C#CCNC(=O)C[C@H]1C[C@@]2(C(=O)OC)C(=C[C@H](COCc3ccccc3)O[C@@H]2C)N(Cc2ccccc2)C1=O	0.9	-0.9	-3.0	nt	nt	-2.9	-2.8	-4.4	-0.6	0.8
Cc1nn(CC(=O)Nc2cccnc2)c(=O)c2ccccc12	2.0	2.4	-1.5	-0.4	7.6	1.9	7.9	1.2	-3.4	-0.1
CCCC[N+](CC#CCO)(CC#Cc1ccccc1)CCCC	-0.9	9.0	2.0	-0.3	-16.4	-5.2	-3.5	-0.4	-0.5	-0.3
CCN(CC(=O)Nc1c(F)cccc1F)C(=O)c1cccc(-n2cccc2)c1	-2.9	-9.5	7.7	-0.2	5.0	-2.2	1.1	2.9	17.0	-0.3
CC(C)(C)NC(=O)C(OC(=O)c1ccco1)c1ccc(Cl)cc1 (configuration not stated)	1.1	6.0	3.1	-0.6	10.8	0.6	1.8	4.7	14.3	0.4
COc1ccc(/C=N/NC(=O)c2cc(-c3ccccc3OC(C)C)nc3ccccc23)cc1CN1CCOCC1	-25.8	2.2	3.9	-15.0	2.4	-1.6	-7.3	0.7	3.9	-4.4
O=C(NCc1nc(-c2ccccc2)no1)c1cccs1	7.0	3.0	-6.8	-0.7	1.2	-0.1	0.2	2.5	0.6	-0.1
c1ccc2c(-n3cccn3)cccc2c1	-0.5	-1.6	-4.7	-2.8	2.0	-1.2	-3.6	1.5	-1.8	0.3
CC(C)C(=O)Nc1c(-c2ccccc2)c(=O)c2ccccc2n1C	1.1	-2.3	7.8	-5.6	7.8	-4.3	-1.1	-2.3	3.1	-0.5
Cc1ccc2c(c1)NC(=O)CC(c1ccccc1)=N2	3.8	-13.4	2.2	5.1	-2.2	1.3	-2.8	-1.1	-2.8	-0.3
COc1cc(NC(=O)c2cccs2)c(OC)cc1NC(=O)c1ccco1	-7.5	3.5	2.2	3.6	10.6	0.2	-0.9	0.3	9.6	1.1
Cc1cc(C)cc(OCC(=O)N2CCc3ccccc3C2)c1	4.8	2.3	-3.8	1.9	-6.3	1.9	-8.6	0.3	-4.4	0.1
CN(C)c1nnnn1-c1ccc(Cl)cc1Cl	-4.1	-3.3	0.3	5.8	4.3	-4.1	-4.7	-5.9	-1.2	-0.4
Cc1ccc2nc(NC3=NC(CC(=O)O)C(=O)N3)nc(C)c2c1 (configuration not stated)	0.2	-42.4	-0.7	-2.1	-4.6	-13.2	4.5	2.5	3.0	-0.3
CC1CC(C)CN(S(=O)(=O)c2cccc(C(=O)N3CCN(c4ccc(F)cc4)CC3)c2)C1 (configuration not stated)	-0.6	11.2	2.4	-4.6	-4.8	2.1	-3.9	-2.8	-7.2	0.7
N#C/C(=C(/O)COC(=O)c1ccc2c(c1)OCCO2)c1nc2ccccc2[nH]1	-19.0	-16.3	-0.1	0.8	-4.0	-3.3	8.0	2.0	4.5	-1.1
CCCCOc1ccc(CN2CCCCC2)cc1	-0.2	3.2	-1.1	6.8	7.0	-1.8	6.0	0.8	-7.7	-0.2
Cn1c(=O)c2cc(S(=O)(=O)N3CCN(CCO)CC3)ccc2n(C)c1=O	-0.7	-1.9	-2.9	nt	nt	0.3	-5.2	6.1	5.5	-0.6
Fc1ccc2nc(C3CCN(Cc4nc(CC5CC5)no4)CC3)[nH]c2c1	0.8	0.5	-5.8	-1.3	-1.1	-1.5	-9.0	3.3	11.8	0.1
COc1ccc(C2=NN(C(=O)c3cccc([N+](=O)[O-])c3)C(c3cccc([N+](=O)[O-])c3)C2)cc1 (configuration not stated)	4.2	5.2	0.5	-0.7	1.1	-0.5	-2.3	5.1	-0.3	0.5
OC(CN1CCN(c2ccccc2)CC1)Cn1c2ccccc2c2ccccc21 (configuration not stated)	-1.7	-2.1	-3.8	3.3	-4.6	-5.3	1.2	-3.6	-5.7	0.8
Cc1cnc(C(=O)OCC(=O)Nc2c(Cl)cc(Cl)cc2Cl)cn1	-1.2	-4.6	-4.1	5.9	-0.1	0.1	-2.2	-0.2	6.9	-0.1
O=C(O)C1Nc2c(C(F)(F)F)ccc(Cl)c2C2C=CCC12 (configuration not stated)	-10.9	5.9	9.6	8.4	-2.0	-5.9	5.7	6.4	2.2	2.4
CC(=O)Nc1ccc(OCc2ccccc2)cc1[N+](=O)[O-]	-0.9	-3.7	1.6	-11.9	-5.3	-2.4	-2.2	-0.7	4.4	0.1
NC(c1csc(Nc2ncccn2)n1)C1CCCCC1 (configuration not stated)	-0.2	-8.3	10.6	-22.5	-1.0	-4.7	7.8	-3.7	6.5	-0.5
C/C(CC(=O)Nc1ccc(Cl)cc1Cl)=N\NC(=O)C(=O)N1CCCC1	-2.2	-2.6	5.7	-6.5	7.0	2.5	8.5	0.5	-9.3	0.2
CN(Cc1ccccc1)C(=O)c1[nH]cnc1C(=O)NCc1ccc(CNC(=O)OC(C)(C)C)cc1	-0.7	5.2	2.9	-5.4	-12.1	1.3	6.7	-2.6	0.3	0.0
COc1ccc2nc(NNC(=O)c3cc(=O)c4ccccc4o3)sc2c1	-113.1	-102.3	8.2	5.5	-3.1	-25.7	-2.1	-6.3	3.0	-2.7
CC(C1CC2CCC1C2)n1c(-c2cccs2)n[nH]c1=S (configuration not stated)	-9.5	0.9	-2.4	-6.9	4.0	-0.1	13.6	0.8	-13.6	-0.9
CCC(C)NC(=O)c1cc(S(=O)(=O)N2CCCCC2)c[nH]1 (configuration not stated)	2.6	-23.5	5.1	10.0	8.8	-2.3	-3.3	-2.2	1.6	0.1
CC(=O)Nc1ccc(S(=O)(=O)N(C)CC(=O)NC2CCCC(C)C2C)cc1 (configuration not stated)	2.9	-5.6	3.9	-4.8	-7.5	-4.2	-2.3	-3.1	-4.4	0.3
